Source: PubChem BioAssay (National Center for Advancing Translational Sciences (NCATS))
p53 reactivation: restores transcriptional activity of mutant p53. H1299 p53-A138V BP100-luciferase reporter, luminescence, 24 h. Potency, µM (top dose mostly 92.2 µM), without a hit: at the top dose activity change, positive = activation, actives largely listed as activators. hit rate 0.063% among 320,000. AID 504706; note: potency is the fitted concentration of half-maximal effect; % of control where 0% means no effect; nearly all actives have a fitted effect of over 45% in size
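H1299 (p53-null), stable ts p53-A138V + BP100-Luc; 1000 cells/well, Opti-MEM/10% FBS; cpd 4 pt, 1:5; 24 h, 37 deg C, 5% CO2; detection reagent 10 min RT; luminescence.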
ELG1 DNA repair: inhibitors of ELG1-dependent DNA repair in HEK293T cells | HEK293T ELG1-luciferase reporter, luminescence, 16 h; DNA damage induced by 5-fluorouridine | hit rate 2.3% among 330,000 | AID 504467 | Potency, µM (doses to about 46.1 µM), for the others: at the top dose activity change, negative = inhibition, most hits filed as inhibitors; note: potency is the fitted concentration of half-maximal effect; % is set by controls: 0 for no effect and ±100 for the full control effect; nearly all actives have a fitted effect of over 55% in size
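Overnight (16 hr) co-exposure of 2,000 cells/well to 5-fluorouridine and compound at 37 °C preceded detection. Luciferase was quantified via ONE-Glo luminescence; loss of signal denotes inhibition.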
BRCA1 expr up: BRCA1 expression activation. MCF7-BRCA1-FFLuc reporter, luminescence, 48 h; response scale: scaled: vehicle 0%, 10 µM genistein 100%. Potency, µM (doses to about 46.1 µM), inactives show at the highest dose activation, usual class: activators. hit rate 1.1% among 380,000. AID 624202; note: potency is the fitted concentration of half-maximal effect; nearly all actives have a fitted effect of over 80% in size; some results filed as inactive show a strong effect at the top dose
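First, MCF7-BRCA1-FFLuc cells (2000/well) attach for 2 h; next, compounds are pin-added and incubated 48 h at 37 °C; finally, luciferase reagent is added and luminescence read after 15 min.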
Rab9 promoter act: activates the Rab9 promoter; Huh7 Rab9 promoter-luciferase reporter, luminescence, 24 h; Potency, µM (doses to about 9.22 µM), for the others: at the highest dose activation, negative = inhibition, actives largely listed as activators; hit rate 2.8% among 320,000; AID 485297; note: potency is the fitted concentration of half-maximal effect; % of control where 0% means no effect; nearly all actives have a fitted effect of over 60% in size
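Cells were plated at 1500 per well in reduced-serum medium with 10% FBS and left 2 h. Compound in DMSO was then added for 24 h at 37 °C. Reporter signal was read by luminescence after 10 min with luciferase detection reagent.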
FLuc counter: counter-screen for miR-21 project: firefly luciferase inhibitors or activators | P08659 | purified FLuc, Km substrates, luminescence inhibition | Potency, µM (top dose mostly 57.5 µM), inactives show at the top dose activity change, negative = inhibition, hits mostly inhibitors | hit rate 6.9% among 360,000;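 note: potency is the fitted concentration of half-maximal effect; plate controls were vehicle for no effect and reference inhibitor for full effect; nearly all actives have a fitted effect of over 55% in size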
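Purified P. pyralis luciferase, 10 nM final, with Km-level 10 uM D-luciferin and 10 uM ATP in 50 mM Tris acetate pH 7.5, 10 mM Mg acetate, 0.01% Tween-20, 0.05% BSA; 6-point qHTS titration about 60 µM downward; luminescence read.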
Tb PFK block: T. brucei PFK enzyme inhibition. O15648. T. brucei PFK, ADP-Glo luminescence. Potency, µM (doses to about 57.5 µM), without a hit: top-dose activity, negative = inhibition, hits mostly inhibitors. hit rate 0.17% among 330,000. AID 485367;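 note: potency is the fitted concentration of half-maximal effect; 0% = uninhibited 1x PFK enzyme wells and -100% = no-enzyme wells; nearly all actives have a fitted effect of over 60% in size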
Target sequence (O15648 whole entry, looked up): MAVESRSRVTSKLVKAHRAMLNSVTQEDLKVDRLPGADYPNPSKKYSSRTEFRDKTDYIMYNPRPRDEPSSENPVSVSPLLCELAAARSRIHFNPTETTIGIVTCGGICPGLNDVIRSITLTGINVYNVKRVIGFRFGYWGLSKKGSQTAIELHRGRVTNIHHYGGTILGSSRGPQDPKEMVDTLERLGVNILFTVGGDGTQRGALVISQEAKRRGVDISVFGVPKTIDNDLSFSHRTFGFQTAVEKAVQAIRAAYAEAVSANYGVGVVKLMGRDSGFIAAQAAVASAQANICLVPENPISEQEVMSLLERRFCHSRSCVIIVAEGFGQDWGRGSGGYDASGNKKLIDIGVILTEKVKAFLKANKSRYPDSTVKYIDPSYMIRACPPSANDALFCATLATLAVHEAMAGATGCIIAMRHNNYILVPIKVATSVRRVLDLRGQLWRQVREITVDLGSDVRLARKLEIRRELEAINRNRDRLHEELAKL
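ADP-Glo luminescence quantified ADP after 45 min at room temperature, with 1.25 nM T. brucei PFK, 0.1 mM ATP and 0.5 mM fructose-6-phosphate in pH 8.0 TEA buffer. qHTS titrations up to 57 µM; curves classified by quality.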
Gal4-VP16 FLuc: Gal4-VP16 reporter inhibition counter-screen; Drosophila S2 Gal4-VP16 UAS-luciferase, luminescence, 20 h; hit rate 3.5% among 310,000; Potency, µM (series often up to 53.6 µM), inactives show top-dose activity, negative = inhibition, hits mostly inhibitors; AID 2546;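 note: Gal4-VP16 expression switched on by copper sulfate through the metallothionein promoter; potency is the fitted concentration of half-maximal effect; % is set by controls: 0 for no effect and ±100 for the full control effect; nearly all actives have a fitted effect of over 50% in size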
RORgamma inh: blocks mouse ROR gamma transcriptional activity; hit rate 5.4% among 310,000; Potency, µM (doses to about 53.6 µM), without a hit: top-dose activity change, negative = inhibition, usual class: inhibitors; P51450; Drosophila S2 Gal4-RORgamma UAS-luciferase reporter, 20 h; note: potency is the fitted concentration of half-maximal effect; % is set by controls: 0 for no effect and ±100 for the full control effect; nearly all actives have a fitted effect of over 60% in size
Target sequence (P51450 whole entry, looked up, the tested form may be a part): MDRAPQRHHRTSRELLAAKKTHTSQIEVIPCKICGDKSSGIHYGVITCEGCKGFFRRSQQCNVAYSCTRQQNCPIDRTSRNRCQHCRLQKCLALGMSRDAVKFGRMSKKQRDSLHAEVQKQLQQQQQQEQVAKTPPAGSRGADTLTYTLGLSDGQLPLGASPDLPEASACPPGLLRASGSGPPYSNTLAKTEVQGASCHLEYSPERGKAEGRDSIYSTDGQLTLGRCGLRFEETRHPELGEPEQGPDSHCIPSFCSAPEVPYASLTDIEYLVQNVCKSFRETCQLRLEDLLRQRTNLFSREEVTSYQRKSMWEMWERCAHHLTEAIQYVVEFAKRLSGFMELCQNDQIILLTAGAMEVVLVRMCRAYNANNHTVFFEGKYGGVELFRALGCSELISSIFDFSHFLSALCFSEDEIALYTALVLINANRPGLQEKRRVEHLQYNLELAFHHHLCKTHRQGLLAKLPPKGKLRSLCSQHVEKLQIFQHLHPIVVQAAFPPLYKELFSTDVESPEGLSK
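Stable Schneider cell line, Gal4 DNA-binding domain fused to ROR gamma, UAS-luciferase. Cmpd 1 hr RT → CuSO4 700 uM final → 20 hr RT → luciferase reagent 10 min → luminescence.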
NPC1 promoter act: activates the NPC1 promoter; Huh7 NPC1 promoter luciferase reporter, 24 h; Potency, µM (doses to about 9.22 µM), for inactives: top-dose activation, usual class: activators; hit rate 2.4% among 320,000; AID 485313;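 note: potency is the fitted concentration of half-maximal effect; % of control where 0% means no effect; nearly all actives have a fitted effect of over 60% in size; reporter is driven by a mutant NPC1 promoter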
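Luciferase expression driven by the NPC1 promoter was measured in stably transfected Huh7 cells after a 24 h compound incubation, using a luciferase reagent and a luminescence read.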
TRPV1 agonist: agonists of human vanilloid receptor 1 (TRPV1) | AID 540275 | Q8NER1 | activation, % at 8.33 µM | hit rate 0.19% among 320,000 | TRPV1-expressing cells, Fluo-8 calcium influx, agonist mode; in the data active = activation above about 80%; inconclusive = between about 30% and that limit; note: 0% is about no effect
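TRPV1-expressing cells were cultured overnight at 35.5C and loaded with Fluo-8 calcium dye for 40 to 90 min at room temperature. After a 10 s baseline, compound was added and calcium influx was read kinetically for 3 min (ex 480/em 520 nm).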
ELG1 genotoxic: genotoxicity induction in ELG1-luciferase HEK293T cells; HEK293T ELG1-luciferase reporter, luminescence, 16 h; Potency, µM (series often up to 46 µM), inactives show at the top dose activity change, positive = activation, actives largely listed as activators; hit rate 1.3% among 330,000; AID 504466; note: potency is the fitted concentration of half-maximal effect; % of control where 0% means no effect; nearly all actives have a fitted effect of over 60% in size
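DMSO vehicle served as control against compound-treated ELG1-luciferase HEK293T cells; exposure lasted 16 hr at 37 °C and 5% CO2, followed by ONE-Glo luminescence detection after 30 min.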
An asterisk follows results filed as active; ? = inconclusive; . = not tested or not shown; & = joins results of further samples. Unless noted, calls come from the whole dose curve; as a rule, active = well fitted curve in the direction sought with a large enough effect; inconclusive = small, poorly fitted or top-dose-only effect, or another doubt; inactive = no such curve, though single readings can be large; an effect the other way counts as inactive or inconclusive.

nr | SMILES | p53 reactivation | ELG1 DNA repair | BRCA1 expr up | Rab9 promoter act | FLuc counter | Tb PFK block | Gal4-VP16 FLuc | RORgamma inh | NPC1 promoter act | TRPV1 agonist | ELG1 genotoxic
1 | Cc1ccccc1C(=O)NC(CC(C)C)C(=O)Nc1ccc(S(N)(=O)=O)cc1 (stereo not given) | 25.8% | -19.4% | 6.6% | 1.6% | 6.5% | 0.1% | -8.5% | -4.3% | -5.7% | 1.2 | 2.6%
2 | Cc1cc(OCc2ccc(C(=O)Nc3ccc(C(=O)O)cc3)o2)ccc1Cl | -5.4% | -9.7% | ? | 28.7% | ? | 0.9% | -1.2% | ? | 21.6% | 1.4 | -0.4%
3 | O=c1cc(-c2ccccc2Cl)oc2cc(O)cc(O)c12 | 7.4% | 10.0% | ? | 11.7% | 26.9µM* | 0.1% | 4.2% | 5.6% | 6.9% | -1.4 | 5.2%
4 | COc1ccc(OCC(=O)OC2CCCN(C)C2)cc1 (stereo not given) | 7.0% | 3.2% | 8.1% | 0.9% | -2.3% | 1.6% | 10.7% | 1.9% | -2.3% | 2.3 | -0.5%
5 | O=C(Cc1nc2ccccc2[nH]1)c1cccc([N+](=O)[O-])c1 | 4.8% | 4.11µM* | -55.7% | 5.6% | 23.9µM* | -4.1% | -3.3% | -16.9% | ? | . | -6.1%
6 | CC(C)(C)C(=O)/C=C1\NC(=O)CS1 | -2.2% | -22.0% | 3.8% | -7.5% | -1.1% | -3.9% | -4.0% | -18.2% | 3.3% | 2.1 | 0.9%
7 | CN(c1nc2ccccc2[nH]c1=O)C1CCCCC1 | 5.3% | 4.6% | 3.1% | -1.4% | ? | -0.1% | -11.3% | -7.8% | -3.6% | 19.4 | 14.6%
8 | O=S(=O)(c1ccccc1)N1CCC2(CC1)OCCO2 | 21.6% | 0.8% | 4.1% | 1.7% | -0.1% | -0.3% | 6.7% | -1.3% | -1.2% | -0.5 | 0.1%
9 | CCc1nnc(NC(=O)CSc2n[nH]c(-c3ccccc3O)n2)s1 | 2.7% | 13.9% | -20.9% | -7.1% | 16.9µM* | 6.5% | -8.8% | -35.8% | 0.8% | -1.6 | 0.4%
10 | Cc1cc(-c2nnc(SCC(=O)Nc3cccc(Cl)c3)n2N)n[nH]1 | -0.6% | 5.4% | -31.2% | -0.4% | -1.4% | 0.8% | ? | -20.9% | -4.2% | 0.1 | 0.1%
11 | N#CC1=C(N)N2C(=C(C#N)C13CCCCC3)SC1CCCCC12O (stereo not given) | 15.5% | 0.5% | -40.2% | -13.0% | 3.0% | 4.4% | ? | ? | -1.2% | ? | .
12 | Cc1cc(C(=O)CSc2nnnn2C)c(C)n1CCc1ccc(F)cc1 | 1.4% | 22.2% | -33.6% | 4.4% | 7.6% | 6.5% | -1.8% | -2.4% | -11.0% | -0.6 | 8.1%
13 | CCOC(=O)COn1c(=O)c(-c2ccc(OC)c(OC)c2)[n+]([O-])c2ccccc21 | 0.4% | -0.3% | . | 21.6% | -6.7% | 0.5% | 20.9% | ? | 10.1% | -0.6 | 0.8%
14 | CC/C(=N\NC(=S)Nc1cccc(C)c1)c1ccccc1 | ? | 5.1% | 0.0% | 1.0% | ? | 3.2% | ? | ? | 0.1% | 2.6 | 10.6%
15 | CSc1c2c(nc3ncnn13)CCC2 | -5.0% | -0.7% | -7.0% | -0.5% | 4.6% | -3.3% | -4.2% | -9.8% | -2.1% | -2.7 | 1.0%
16 | Cc1c(Cl)cnc(NC(=O)COC(=O)CNC(=O)c2ccccc2)c1Cl | -4.0% | -3.1% | 11.8% | . | . | 1.9% | . | . | . | . | -1.6%
17 | COc1ccc(-c2csc(Nc3ccc(C)cn3)n2)cc1 | -1.4% | 4.0% | 53.4% | -4.1% | -4.6% | -0.7% | -10.7% | 2.5% | -4.7% | -0.3 | 2.5%
18 | CCOC(=O)c1[nH]c2ccc(Cl)cc2c1NC(=O)c1nonc1C | 12.7% | -9.3% | 2.8% | -2.6% | -1.2% | -3.5% | 0.1% | -20.8% | -2.3% | -0.1 | 0.9%
19 | CC(=O)NC(CC(=O)NCCOc1ccccc1F)c1ccccc1 (stereo not given) | 4.7% | -4.5% | 3.3% | 2.9% | 3.7% | 2.3% | 9.6% | -39.5% | 3.5% | -1.9 | 7.5%
20 | COc1ccc(N2CC(C(=O)Nc3c4c(nn3-c3ccccc3)CS(=O)(=O)C4)CC2=O)cc1 (stereo not given) | 2.4% | 1.1% | 4.2% | -2.8% | 0.5% | -10.7% | 4.1% | -10.6% | 0.5% | 15.2 | -0.5%
21 | COCCn1c(SCC(=O)N2CCCCCC2)nc2c([nH]c3ccccc32)c1=O | -2.7% | -16.7% | -30.7% | 3.3% | 5.4% | 0.9% | -2.0% | ? | 6.4% | ? | -2.3%
22 | COc1cc(S(=O)(=O)Nc2cccc(C)c2)ccc1N=Cc1c(C)[nH]n(-c2ccccc2)c1=O | ? | ? | . | -11.6% | -1.9% | 0.3% | 0.8% | ? | -20.6% | -0.6 | -7.0%
23 | CCOC(=O)c1ccccc1NC(=O)COc1cc(=O)n(CC)c2ccccc12 | -2.5% | ? | 2.4%&-40.0% | -2.3% | -5.5%&2.0% | -6.5% | -9.7% | 20.3% | 2.4% | 3.3 | 5.3%
24 | CC(=O)N1c2c(cc(Br)cc2S(=O)(=O)N2CCCCC2)CC1C (stereo not given) | -6.2% | -15.4% | -12.1% | 0.5% | -2.4% | -4.1% | -1.8% | -27.3% | -3.8% | -4.3 | -4.4%
25 | COc1ccc(C(=O)NCC(=O)OCC(=O)NCCC2=CCCCC2)cc1 | 2.6% | 9.3% | 4.8% | -6.2% | 4.5% | -3.7% | 5.9% | -15.1% | 0.5% | 2.3 | -0.1%
26 | CC(=O)Nc1ccc(S(=O)(=O)N2CCN(c3ccc(C)c(Cl)c3)CC2)cc1 | -3.0% | 2.3% | -14.8% | -7.6% | 3.5% | 2.6% | 5.8% | 19.8% | -2.9% | -1.1 | 3.5%
27 | Cc1nc(NC(=O)c2c(-c3ccccc3Cl)noc2C)sc1C | -1.1% | 2.91µM* | 0.0% | -6.1% | -3.9% | -4.6% | ? | 15.1% | 1.5% | 9.7 | -8.4%
28 | Cc1ccc(C)c(NC(=O)c2ccc3ccccc3n2)c1 | ? | ? | 12.5% | 2µM* | 0.849µM* | -0.4% | 1.5% | 7.1% | 3.98µM* | 10.4 | ?
29 | Cn1cccc1C(=O)NNC(=O)c1ccccc1Br | 13.7% | ? | 80.1% | ? | 3.6% | -10.0% | . | . | 28.4% | -0.8 | 15.5%
30 | Cc1cccc(C)c1NS(=O)(=O)c1c(C(=O)N2CCCCC2)c(C)n(C)c1C | -5.8% | 9.2% | 2.8% | -1.4% | 0.9% | 5.1% | 0.9% | -6.8% | 0.5% | 5.0 | -0.1%
31 | CCc1ccc(NC(=O)C2CCCN(S(=O)(=O)c3cnc[nH]3)C2)cc1 (stereo not given) | 4.0% | 7.1% | 3.8% | -0.7% | -18.0% | 0.5% | -10.4% | 2.3% | 3.4% | -2.1 | 1.5%
32 | O=C(Nc1ccc(Br)cc1)N1CCCC(O)C1 (stereo not given) | 10.9% | ? | 18.7% | 19.9% | -10.2% | 9.7% | -17.7% | 14.0% | 10.4% | 24.7 | 13.9%
33 | C=CCNC(=O)/C(=C/c1ccc(Br)cc1)NC(=O)c1ccccc1OC | 1.6% | -8.8% | -4.6% | -2.1% | -0.4% | 4.3% | -1.7% | 2.3% | -2.0% | 8.4 | 0.0%
34 | O=C(O)c1ccc(N=NNc2cccc([N+](=O)[O-])c2)cc1 | -7.9% | ? | 43.2% | 0.631µM* | 2.39µM* | -0.9% | -22.0% | 13.9% | 0.891µM* | 1.3 | ?
35 | CCOc1ccc(NC(=O)CSc2nc3nc4c(cc3c(=O)n2CC)COC(C)(C)C4)cc1 | -4.0% | ? | -27.6% | -1.0% | -0.4% | 1.9% | -5.8% | 2.5% | -4.1% | -1.4 | -6.2%
36 | Cc1ccc(NC(=O)COC(=O)c2ccc3c(c2)OCO3)cc1S(=O)(=O)N1CCCCC1 | -1.0% | -2.3% | -11.3% | -2.1% | -0.8% | -0.9% | -14.5% | ? | -1.5% | -1.3 | -1.3%
37 | COc1ccccc1NC(=O)/C(=C/c1ccncc1)NC(=O)c1ccccc1 | -3.1% | 1.9% | -16.7% | 0.4% | -1.9% | 0.8% | 14.3% | -11.1% | 1.5% | -1.1 | -4.3%
38 | CC(C)COP(=O)(c1ccc(N(C)C)cc1)C(O)c1cccnc1 (stereo not given) | -0.9% | -2.5% | -5.2% | -6.5% | -1.6% | 1.3% | -0.1% | 5.5% | 0.4% | -1.2 | -0.2%
